# Giardia FBPA inh: blocks Giardia fructose-bisphosphate aldolase activity | purified Giardia FBPA | Potency, µM (series often up to 59.6 µM), inactives show top-dose activity, negative = inhibition, hits mostly inhibitors | 290,000 compounds, 0.71% hits | AID 2451; note: potency is the fitted concentration of half-maximal effect; nearly all actives have a fitted effect of over 55% in size
# Target sequence (A8B2U2 whole entry, looked up): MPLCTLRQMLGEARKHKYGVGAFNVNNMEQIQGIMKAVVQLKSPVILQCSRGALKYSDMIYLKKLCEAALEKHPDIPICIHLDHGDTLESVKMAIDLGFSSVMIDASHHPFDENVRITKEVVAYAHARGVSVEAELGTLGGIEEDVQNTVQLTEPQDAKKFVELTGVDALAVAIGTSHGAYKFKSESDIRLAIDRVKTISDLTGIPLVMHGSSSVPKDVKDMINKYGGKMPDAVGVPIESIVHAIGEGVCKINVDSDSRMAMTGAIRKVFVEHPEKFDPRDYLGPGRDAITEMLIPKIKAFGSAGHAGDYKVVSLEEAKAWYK
#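 Giardia FBPA (40 nM reagent) was preincubated 10 min at RT with compound (up to 57.5 uM final), then substrate plus GAPDH/TPI/NAD/arsenate coupling system with diaphorase/resazurin was added; resorufin fluorescence (525/598 nm) was read after 20 min.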
# Sm TGR block: inhibitors of Schistosoma mansoni thioredoxin glutathione reductase. Potency, µM (series often up to 114 µM), inactives show at the top dose activity change, negative = inhibition, usual class: inhibitors. Q962Y6. AID 485364. 360,000 compounds, 3% hits. purified TGR, DTNB reduction, TNB absorbance 405 nm; note: potency is the fitted concentration of half-maximal effect; nearly all actives have a fitted effect of over 60% in size
#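 First, TGR (20 nM dispensed) and NADPH were mixed with compound. Second, a 15 min room-temperature incubation followed. Third, further NADPH and then DTNB were added to start the reaction. Finally, TNB absorbance was monitored kinetically.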
# HCMV antiviral: blocks human cytomegalovirus replication; HFF cells, HCMV-luciferase reporter, 72 h; hits give low values; AID 1259415; activity change, negative = inhibition, % at 57.5 µM; 410,000 compounds, 4.5% hits; in the data active = activity change below about -60%; inconclusive = no clear call, values can overlap the other calls; inactive = above about -39%
#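 Steps: HFFs plated, 16 h 37C; compounds added; HCMV-luciferase added to MOI 1 PFU/cell; 72 h 37C; OneGlo reagent, 5 min room temperature; luminescence read, normalized to controls.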
# AmpC inh no detg: AmpC beta-lactamase inhibition without detergent; P00811; AmpC nitrocefin hydrolysis, absorbance 480 nm, 0.0001% Triton; Potency, µM (titrated, usually from 57.1 µM), inactives show top-dose activity change, negative = inhibition, hits mostly inhibitors; 330,000 compounds, 0.52% hits; AID 485341;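 note: potency is the fitted concentration of half-maximal effect; plate controls were no compound for no effect and no enzyme for full effect; nearly all actives have a fitted effect of over 20% in size; some results filed as inactive show a strong effect at the top dose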
# Target sequence (P00811 whole entry, looked up): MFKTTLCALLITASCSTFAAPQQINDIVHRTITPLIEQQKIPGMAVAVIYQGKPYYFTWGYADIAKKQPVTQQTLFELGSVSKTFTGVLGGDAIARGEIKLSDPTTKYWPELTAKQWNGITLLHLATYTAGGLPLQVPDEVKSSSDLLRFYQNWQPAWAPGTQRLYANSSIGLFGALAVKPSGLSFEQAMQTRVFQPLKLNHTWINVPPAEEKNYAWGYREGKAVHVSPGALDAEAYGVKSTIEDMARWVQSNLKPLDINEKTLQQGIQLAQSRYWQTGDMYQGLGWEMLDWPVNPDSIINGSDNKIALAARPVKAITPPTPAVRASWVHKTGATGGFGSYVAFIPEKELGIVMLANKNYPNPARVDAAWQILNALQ
#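 20 mM phosphate pH 7.0 + 0.01% (detergent screen) or 0.0001% Triton X-100; 5.3 nM AmpC reagent; cpd preinc 15 min RT; nitrocefin (800 uM stock) to start; A480 q20 s × 4 min; Activity was normalised to no-enzyme and no-compound control wells.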
# AmpC detergent: AmpC beta-lactamase inhibition with detergent present; 370,000 compounds, 0.041% hits; Potency, µM (top dose mostly 114 µM), for inactives: at the highest dose activity change, negative = inhibition, hits mostly inhibitors; P00811; AmpC hydrolysis of nitrocefin, absorbance 480 nm, 0.01% Triton;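 note: potency is the fitted concentration of half-maximal effect; 0% = no-compound wells and -100% = no-enzyme wells; nearly all actives have a fitted effect of over 25% in size; some results filed as inactive show a strong effect at the top dose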
#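 AmpC (5.3 nM in the dispensed reagent) in 20 mM phosphate pH 7.0 with 0.01% (detergent screen) or 0.0001% Triton X-100 was preincubated with compounds for 15 min at room temperature. Nitrocefin was then added from an 800 uM solution, and hydrolysis was followed at 480 nm.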
# HCV inhibitor: HCV inhibition. Potency, µM (titrated, usually from 41.8 µM), without a hit: top-dose activity change, negative = inhibition, most hits filed as inhibitors. Huh7.5.1 HCVcc-Cre infection, luciferase reporter, 44 h. 340,000 compounds, 3.4% hits. AID 651820; note: potency is the fitted concentration of half-maximal effect
#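 A cell-based infection assay in which seeded cells (1,000 per well) receive test compound after 4 h, are inoculated with HCVcc-Cre at approximately 0.5 moi, and are incubated 44 h before luminescence detection.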
# An asterisk follows results filed as active; ? = inconclusive; . = not tested or not shown; & = joins results of further samples; [ ] = dose if it differs, or a comment. Unless noted, calls come from the whole dose curve; as a rule, active = well fitted curve in the direction sought with a large enough effect; inconclusive = small, poorly fitted or top-dose-only effect, or another doubt; inactive = no such curve, though single readings can be large; an effect the other way counts as inactive or inconclusive. Unless noted, % is set by controls: 0 for no effect and ±100 for the full control effect. No enrichment for hits. About 9.9% of those tested had a hit in this group.
SMILES,Giardia FBPA inh,Sm TGR block,HCMV antiviral,AmpC inh no detg,AmpC detergent,HCV inhibitor
COc1ccc(-c2cc(C(=O)N3CCN(c4ccccc4O)CC3)c3ccccc3n2)cc1OC,?,-9%,2,146%[activator],0%,?
COc1ccc(CNC(=O)C2CCCN(S(=O)(=O)N3CC(C)CC(C)C3)C2)c(OC)c1 (stereo not drawn),.,-23%,0,79%[activator],-8%,-8%
COc1ccc(OC)c(NC(=O)CCc2c(C)nc3c(-c4ccccc4)c(C)nn3c2C)c1,.,6%,27,.,8%,.
O=C(CN(Cc1ccccc1Cl)C(=O)c1csnn1)NCc1ccccc1,-5%,1%,-36,-14%,-7%,-9%
CC(C)N(CCNC(=O)C1CCC(=O)N1Cc1ccc(F)cc1)Cc1ccccc1 (stereo not drawn),0%,11%,-5,1%,-12%,2%
CCOc1ccc(NC(=O)CN(C)C(=O)C2(c3ccccc3)CC2)cc1OCC,.,3%,-2,-8%,?,-9%
CCCCn1c(N)c(N(CCOC)C(=O)CN2C(=O)C3CCCCC3C2=O)c(=O)[nH]c1=O (stereo not drawn),.,-1%,-18,-5%,-2%,6%
O=C(Nc1ccccc1F)Oc1cccc(OC(=O)Nc2ccccc2F)c1,-5%,13%,5,-8%,-14%,7%
CCOP(=O)(OCC)C(Nc1ccc([N+](=O)[O-])cc1)c1ccc(Cl)cc1 (stereo not drawn),-4%,1%,52,83%[activator],?,-1%
CCCCC(C(=O)NC(C)c1ccccc1)C(=O)NC(C)c1ccccc1 (stereo not drawn),7%,19%,-5,-9%,0%,-29%
CN(CC(=O)NCc1ccc(Cl)cc1)S(=O)(=O)c1ccc2[nH]c3c(c2c1)CCCC3,.,1%,-21,.,14%,.
Cc1ccc(C(=O)NCCCNC(=O)c2ccc(C)nc2)cc1,1%,3%,-12,-13%,-2%,5%

# Reformatted as tab-separated lines: entries from further up
Compound	Giardia FBPA inh	Sm TGR block	HCMV antiviral	AmpC inh no detg	AmpC detergent	HCV inhibitor
COc1ccc(CNC(=O)C2CCCN(S(=O)(=O)N3CC(C)CC(C)C3)C2)c(OC)c1 (stereo not drawn)	.	-23%	0	79%[activator]	-8%	-8%
COc1ccc(-c2cc(C(=O)N3CCN(c4ccccc4O)CC3)c3ccccc3n2)cc1OC	?	-9%	2	146%[activator]	0%	?
CCCCC(C(=O)NC(C)c1ccccc1)C(=O)NC(C)c1ccccc1 (stereo not drawn)	7%	19%	-5	-9%	0%	-29%
Cc1ccc(C(=O)NCCCNC(=O)c2ccc(C)nc2)cc1	1%	3%	-12	-13%	-2%	5%

# (listing goes on)
SMILES,Giardia FBPA inh,Sm TGR block,HCMV antiviral,AmpC inh no detg,AmpC detergent,HCV inhibitor
Cc1ccc(N2C(=O)CC(Sc3ccccc3C(=O)O)C2=O)c([N+](=O)[O-])c1 (stereo not drawn),10%,.,-26,-23%,?,22%
CCc1nnc(NS(=O)(=O)c2ccc(NCc3cc(Cl)cc(Cl)c3O)cc2)s1,.,5%,1,-33%,1%,4%
CCOC(=O)c1nnn(-c2nonc2N)c1CN(C)C1CCCCC1,7%,-2%,-8,3%,2%,11%
CCC(Oc1ccccc1)C(=O)Nc1cc(-c2ccccc2OC)nn1-c1ccccc1 (stereo not drawn),.,6%,44,.,19%,.
Cc1ccc(NC(=O)Cn2c(=O)n(Cc3ccc(C(=O)NCc4ccc5c(c4)OCO5)cc3)c(=O)c3ccccc32)cc1,.,7%,?,.,24%,.
Clc1ccc2nc(N3CCN(c4ccccc4)CC3)sc2c1,3%,3%,76,-44%,-5%,6%
Oc1ccc(N2CCN(C(c3cccnc3)c3nnnn3Cc3ccccc3)CC2)cc1 (stereo not drawn),?,-34%,-30,22%,?,-11%&8%
Cc1cc(C)c(NC(=O)COC(=O)/C=C/c2cccc(C(F)(F)F)c2)c(C)c1,16%,-7%,-34,-22%,0%,-4%
CC(=O)N1CC2(NC(=O)c3ccccc3N2)c2ccccc21 (stereo not drawn),1%,4%,-14,-11%,3%,0%
COc1ccc(-c2cc(C)no2)cc1S(=O)(=O)N1CC(=O)Nc2ccccc21,-8%,-7%,138,22%,0%,18%
CCOC(=O)c1c(NC(=O)COc2ccc(C)cc2C(C)(C)C)sc2c1CCC(C)C2 (stereo not drawn),.,4%,16,.,4%,.
COc1cccc(-c2nc(CS(=O)(=O)CC(=O)Nc3ccc(F)cc3F)c(C)o2)c1,9%,-29%,26,33%,-12%,11µM*

# Profiles, looked up by structure. Screens in order: Giardia FBPA inh | Sm TGR block | HCMV antiviral | AmpC inh no detg | AmpC detergent | HCV inhibitor
# Entry for `Cc1ccc(NC(=O)Cn2c(=O)n(Cc3ccc(C(=O)NCc4ccc5c(c4)OCO5)cc3)c(=O)c3ccccc32)cc1` → . | 7% | ? | . | 24% | .
# Entry for `COc1cccc(-c2nc(CS(=O)(=O)CC(=O)Nc3ccc(F)cc3F)c(C)o2)c1` → 9% | -29% | 26 | 33% | -12% | 11µM*
# Entry for `CC(=O)N1CC2(NC(=O)c3ccccc3N2)c2ccccc21` (stereo not drawn) → 1% | 4% | -14 | -11% | 3% | 0%
# Entry for `Cc1ccc(N2C(=O)CC(Sc3ccccc3C(=O)O)C2=O)c([N+](=O)[O-])c1` (stereo not drawn) → 10% | . | -26 | -23% | ? | 22%

# Additional entries.
SMILES,Giardia FBPA inh,Sm TGR block,HCMV antiviral,AmpC inh no detg,AmpC detergent,HCV inhibitor
COc1ccc(C2OC(=O)CC2C(=O)NC(C)C)cc1 (stereo not drawn),-5%,-14%,-12,-12%,-4%,-9%
Cc1onc(-c2ccccc2)c1-c1n[nH]c(=S)n1-c1ccccc1Cl,-8%,-1%,80,-23%,0%,15%
COc1ccc(/C=N/n2cncn2)cc1Cn1cc([N+](=O)[O-])cn1,0%,13%,-23,-4%,6%,-15%
COC(=O)c1sc(N)c(C(=O)OC)c1COC(=O)CNS(=O)(=O)c1ccc(C)cc1,0%,1%,-1,-33%,-4%,-3%
O=c1[nH]c(C2CCN(S(=O)(=O)Cc3ccccc3)CC2)nc2c1nnn2Cc1cccc(Cl)c1,7%,11%,0,28%,5%,19%
c1ccc(-c2ccccc2OCCCN2CCOCC2)cc1,13%,.,-10,209%[activator],2%,2%
CCOC(=O)C1=C(CN2CCN(c3ccccc3F)CC2)NC(=O)NC1c1ccc(OC)cc1 (stereo not drawn),.,-2%,-22,.,-4%,.
Cc1cccc2sc(NNC(=O)c3cc(-c4cccs4)nc4ccccc34)nc12,1%,-15%,-68*,-43%,?,?
CCCCCn1nc(C)c(/C=N/NC(=O)c2ccoc2C)c1C,3%,-8%,102,-5%,-1%,?
COc1ccc(N2CCN(C(C)C(=O)N3CCCC3)CC2)cc1 (stereo not drawn),?,0%[57.1 µM],-19,-4%,2%,14%
CCOC(=O)c1c(NC(=S)N2CCOCC2)sc2c1CCN(C(=O)OCC)C2,-18%,-31%,-109*,70%[activator],5%,-51%
COc1ccc2c(c1)-c1nc(NC(=O)c3cccs3)sc1CC2,-25%,3%,58,-27%,0%,-26%
COc1cccc(C2=CC(=O)C[C@H](c3ccc4c(c3)OCO4)C2)c1OC,.,-8%,.,-11%,-4%,10µM*
Cc1cc2ccccc2n1CCNC(=O)c1cc(C(F)(F)F)cc(C(F)(F)F)c1,.,9%,5,.,0%,.
CCn1c(=S)sc2c(=O)n(CC(=O)Nc3cccc(Br)c3)c(C)nc21,.,2%,-19,-28%,3%,13%
Cc1ccc(OCC(O)CNCc2ccc(F)cc2)cc1 (stereo not drawn),4%,-2%,-1,-6%,-5%,-28%
N/C(=N/O)C(c1ccccc1)c1ccccc1,7%,-9%,124,-7%,-15%,0%
[S-]c1nnc(-c2ccc(Br)cc2)n1-c1ccccc1.[Zn+2],?,0%,-25,-20%,?,10%
Cc1nn(C)c(Cl)c1C(=O)NCC(=O)Nc1ccc(C(C)C)cc1,2%,1%,3,10%,2%,-7%
CC1CN(S(=O)(=O)c2cccc(C(=O)Nc3ccccc3N3CCCC3)c2)CC(C)O1 (stereo not drawn),.,2%,-32,48%,-12%,32µM*
Cc1ccc(C(=O)N/N=C/c2ccc(S(=O)(=O)O)o2)c(Cl)c1,0%,-1%,26,-11%,-1%,20%
CN1CCC(OC(=O)c2ccccc2)CC1,-21%,5%,-1,-17%,11%,13%
COc1ccc(C(=O)NCC(=O)OCC(=O)c2ccc(Cl)cc2)cc1OC,5%,3%,10,-3%[2.29 µM],4%,11%
CC(C)c1cc(C(=O)Nc2cccc(Cl)c2)no1,-9%,0%,129,-34%,4%,?
O=C1/C(=C\c2cc(Cl)c(O)c(Cl)c2)SC(=S)N1Cc1ccccc1,-9%,?,-99*,-24%,3%,?
Cc1ccc(NC(=O)CSCC(=O)O)c(C)c1,-9%,-1%,14,22%,-13%,-1%
O=C(C1COc2ccccc2O1)N1CCCC1 (stereo not drawn),8%,1%,14,1%,?,0%
FC(F)(F)c1ccccc1-n1c(-c2cnccn2)n[nH]c1=S,?,-4%,9,-17%,7%,-1%
COCCN(C(=O)COC(=O)c1ccc2[nH]c(C)c(C)c2c1)c1c(N)n(Cc2ccccc2)c(=O)[nH]c1=O,.,-1%,-4,13%,-4%,?
O=C1CSC(=S)N1/N=C/c1ccc(C(F)(F)F)cc1,?,?,4,?,-13%,5%
CCN(CC)CCCNC(=O)c1ccc2c3n(nc2c1)-c1ccc(Cl)cc1CO3,.,-5%,94,52%,-1%,?
O=C(COC(=O)CCc1nc2ccccc2c(=O)[nH]1)Nc1ccc(Cl)cn1,-19%,-31%,-4,-41%,13%,-11%

# Sorted by count of non-hydrogen atoms (ascending): three of the compounds above.
SMILES,Giardia FBPA inh,Sm TGR block,HCMV antiviral,AmpC inh no detg,AmpC detergent,HCV inhibitor
O=C(C1COc2ccccc2O1)N1CCCC1 (stereo not drawn),8%,1%,14,1%,?,0%
O=C1CSC(=S)N1/N=C/c1ccc(C(F)(F)F)cc1,?,?,4,?,-13%,5%
O=C1/C(=C\c2cc(Cl)c(O)c(Cl)c2)SC(=S)N1Cc1ccccc1,-9%,?,-99*,-24%,3%,?

# Bioassay records deposited in PubChem by National Center for Advancing Translational Sciences (NCATS).
